# BLM inh: inhibitors of human Bloom syndrome helicase BLM; P54132; recombinant BLM DNA unwinding, fluorescence dequenching; Potency, µM (series often up to 56.1 µM), without a hit: at the top dose activity change, negative = inhibition, actives largely listed as inhibitors; 0.2% of 350,000 active; AID 2528;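 note: plate controls were vehicle for no effect and no enzyme for full effect; nearly all actives have a fitted effect of over 35% in size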
# Pol beta inh: DNA polymerase beta (human) inhibition; Pol beta primer extension/strand displacement, fluorescence kinetic; AID 485314; 1.3% of 340,000 active; Potency, µM (top dose mostly 114 µM), without a hit: at the highest dose activity change, negative = inhibition, hits mostly inhibitors; note: % is set by controls: 0 for no effect and ±100 for the full control effect
#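 Enzyme-only controls used 10 nM Pol beta; buffer lacking enzyme served as negative control. Compound preincubated 15 min, then 50 nM substrate added; 0 and 10 min reads at room temperature.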
# Pol eta inh: blocks human DNA polymerase eta activity. recombinant Pol eta, fluorescent DNA replication assay. Potency, µM (highest dose often 114 µM), for inactives: at the top dose activity change, negative = inhibition, most hits filed as inhibitors. 1.2% of 390,000 active; note: % is set by controls: 0 for no effect and ±100 for the full control effect
#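 Pol eta at 10 nM preincubated with compounds 15 min at room temperature; reaction started with fluorescent substrate (50 nM final) and read kinetically at 0 and 10 min.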
# G9a block: G9a (human) methyltransferase inhibition | Q96KQ7 | G9a H3K9 monomethylation, AlphaScreen, 2 h | Potency, µM (series often up to 102 µM), inactives show top-dose activity, negative = inhibition, hits mostly inhibitors | 8.8% of 350,000 active; note: % is set by controls: 0 for no effect and ±100 for the full control effect; nearly all actives have a fitted effect of over 75% in size
#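 Signal arises when biotinylated H3K9 peptide, once monomethylated, bridges streptavidin donor and antibody-captured acceptor beads. Enzyme at 20 nM was preincubated 15 min with test compounds; peptide 500 nM and SAM 20 uM then reacted for 2 h.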
# POLK inh: inhibitors of human DNA polymerase kappa. Q9UBT6. purified Pol kappa, fluorescent DNA synthesis assay, 10 min. Potency, µM (doses to about 107 µM), for the others: top-dose activity, negative = inhibition, hits mostly inhibitors. 0.53% of 400,000 active. AID 588579; note: % is set by controls: 0 for no effect and ±100 for the full control effect
#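 Enzyme at 10 nM met test compounds for 15 min at room temperature. Substrate addition (50 nM final) began the reaction, which was monitored by fluorescence at 0 and 10 min.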
# BAZ2B block: inhibitors of human BAZ2B bromodomain; Q9UIF8; AlphaScreen BAZ2B-H3K14Ac peptide displacement; Potency, µM (series often up to 114 µM), without a hit: at the top dose activity change, negative = inhibition, actives largely listed as inhibitors; 4.4% of 360,000 active; note: % is set by controls: 0 for no effect and ±100 for the full control effect; nearly all actives have a fitted effect of over 60% in size
#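 Complex of BAZ2B and biotin-H3K14Ac (50 nM apiece) forms over 30 min at RT, then faces library compounds up to 110 uM for another 30 min; AlphaScreen beads added, 20 min dark incubation, luminescence read.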
# POLI inh: blocks human DNA polymerase iota activity | 1% of 390,000 active | Pol iota fluorescent replication assay, 10 min | AID 588590 | Q9UNA4 | Potency, µM (top dose mostly 115 µM), for inactives: top-dose activity, negative = inhibition, hits mostly inhibitors
# Target sequence (Q9UNA4 whole entry, looked up): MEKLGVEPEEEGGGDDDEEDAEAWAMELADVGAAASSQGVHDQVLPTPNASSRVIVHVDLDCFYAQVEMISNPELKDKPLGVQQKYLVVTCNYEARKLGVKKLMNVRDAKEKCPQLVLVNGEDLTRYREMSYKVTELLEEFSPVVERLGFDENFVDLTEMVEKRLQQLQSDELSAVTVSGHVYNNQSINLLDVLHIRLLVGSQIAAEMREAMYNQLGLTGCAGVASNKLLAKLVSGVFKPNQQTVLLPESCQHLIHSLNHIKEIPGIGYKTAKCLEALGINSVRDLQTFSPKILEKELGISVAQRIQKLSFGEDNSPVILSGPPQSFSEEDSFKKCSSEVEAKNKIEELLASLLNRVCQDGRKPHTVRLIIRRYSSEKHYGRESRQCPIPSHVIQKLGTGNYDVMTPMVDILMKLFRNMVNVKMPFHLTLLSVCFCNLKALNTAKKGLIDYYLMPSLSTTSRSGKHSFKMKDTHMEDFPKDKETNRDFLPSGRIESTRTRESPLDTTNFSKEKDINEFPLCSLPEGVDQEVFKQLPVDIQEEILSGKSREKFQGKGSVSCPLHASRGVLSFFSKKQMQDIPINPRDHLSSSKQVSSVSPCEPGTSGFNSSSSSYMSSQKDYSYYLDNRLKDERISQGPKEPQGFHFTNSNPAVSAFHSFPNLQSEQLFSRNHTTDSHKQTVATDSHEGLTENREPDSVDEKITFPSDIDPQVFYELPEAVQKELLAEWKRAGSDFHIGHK
#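 Pol iota at 10 nM preincubated 15 min with compounds at room temperature; reaction started with fluorescent substrate, 50 nM final. Fluorescence read kinetically at 0 and 10 min; buffer-only wells as negative control.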
# JMJD2A Tudor: inhibitors of human JMJD2A Tudor domain. AlphaScreen JMJD2A-Tudor / H3K4me3 peptide binding. Potency, µM (top dose mostly 114 µM), without a hit: top-dose activity change, negative = inhibition, most hits filed as inhibitors. 4.4% of 390,000 active. AID 504339; note: % is set by controls: 0 for no effect and ±100 for the full control effect; nearly all actives have a fitted effect of over 50% in size
# APE1 inh: blocks human APE1 abasic DNA cleavage | P27695 | recombinant APE1, TAMRA/BHQ-2 abasic DNA cleavage fluorescence | Potency, µM (highest dose often 65.8 µM), for inactives: top-dose activity change, negative = inhibition, hits mostly inhibitors | 0.35% of 350,000 active;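 note: plate controls were vehicle for no effect and reference inhibitor for full effect; nearly all actives have a fitted effect of over 55% in size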
# Target sequence (P27695 whole entry, looked up): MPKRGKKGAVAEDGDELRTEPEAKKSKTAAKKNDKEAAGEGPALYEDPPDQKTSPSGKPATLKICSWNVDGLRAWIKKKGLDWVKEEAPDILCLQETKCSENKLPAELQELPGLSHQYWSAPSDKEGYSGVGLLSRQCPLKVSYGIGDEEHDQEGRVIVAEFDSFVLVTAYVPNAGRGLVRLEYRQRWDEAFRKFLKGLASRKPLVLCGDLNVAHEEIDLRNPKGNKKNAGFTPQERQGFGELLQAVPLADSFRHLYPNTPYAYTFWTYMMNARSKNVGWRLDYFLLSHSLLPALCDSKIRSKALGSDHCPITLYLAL
#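 Kinetic fluorescence read (525 ex/598 em nm, three reads 60 s apart) of AP-site incision; signal = third minus first read. Enzyme 0.75 nM, dual-labelled THF duplex 50 nM, compound preincubation 15 min RT.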
# * hit, by the source's call; ? = inconclusive; / = no result given; [ ] = another dose, or the depositor's remark. Calls come from the whole dose curve; as a rule, active = well fitted curve in the direction sought with a large enough effect; inconclusive = small, poorly fitted or top-dose-only effect, or another doubt; inactive = no such curve, though single readings can be large; an effect the other way counts as inactive or inconclusive. Potency is the fitted concentration of half-maximal effect. Only part of the results is shown (hit frequency here may not be typical).
structure	BLM inh	Pol beta inh	Pol eta inh	G9a block	POLK inh	BAZ2B block	POLI inh	JMJD2A Tudor	APE1 inh
OCCOCCn1c(C2CCCN2c2nc(-c3ccc(F)cc3)cs2)nc2cc(C(F)(F)F)ccc21 (stereo unspecified)	/	/	-2%	/	-11%	/	20%	-35%	/
Cc1ccc(S(=O)(=O)N2CCC(C(=O)NNC(=O)c3ccccc3O)CC2)cc1	/	/	-10%	40%[2.33 µM]	-12%	8%	30%[activator]	-4%	15%
COc1ccc(C(=O)Cn2c(N3CCOCC3)nc3c2c(=O)n(C)c(=O)n3C)cc1	-1%	33%	/	0%	/	-2%	/	/	-10%
O=C(NCc1ccc2c(c1)OCO2)C1CCCN(S(=O)(=O)c2cccs2)C1 (stereo unspecified)	-2%	17%	-8%	19%[59 µM]	10%	14%	28%	-14%	4%
Cc1cc(Nc2ccc(O)cc2)n2c(nc3ccccc32)c1C#N	-4%	21%	-14%	?	5%	0%	1%	-19%	-1%
COc1ccc(C(=O)Nc2ccc(C(=O)NCC3CCCO3)cc2)c(OC)c1OC (stereo unspecified)	3%	53%	-9%	/	4%	-2%	173%[activator]	-12%	4%
COc1ccc(OCC(=O)Nc2nnc(C)s2)cc1	-2%	6%	-13%	-30%	-17%	2%	-17%	-11%	3%
Cc1ccccc1-n1ccnc1SCC(=O)NCC1CCCO1 (stereo unspecified)	2%	14%	0%	15%[59 µM]	7%	-14%	-7%	-5%	45%[activator]
CC1=C(C(N)=O)C(c2cccc(Br)c2)n2nc(SCc3ccccc3)nc2N1 (stereo unspecified)	-4%	-2%	-14%	5%[59 µM]	-5%	-11%	-8%	-8%	/
CN(CC(=O)Nc1ccc(F)c(F)c1F)C(=O)C1CSC2(C)CCC(=O)N12 (stereo unspecified)	/	/	0%	?	-1%	-6%	11%	-12%	-7%
Cn1c(SC2CCCCC2=O)nnc1-c1ccccc1F (stereo unspecified)	-6%	-14%	-13%	-34%	-2%	0%	100%[activator]	8%	-3%
O=C(CCC1CCCN(C(=O)c2ccoc2)C1)NCc1ccccc1F (stereo unspecified)	0%	-16%	-17%	1%	6%	3%	17%	3%	8%
O=C(Nc1cccc(Cl)c1)N(Cc1nc2ccccc2c(=O)[nH]1)Cc1cccs1	0%	?	-25%	23%[59 µM]	-3%	-6%	21%	-1%	2%
COc1ccc(NC(=O)c2sc3nc(Cc4ccccc4)cc(C(F)(F)F)c3c2N)cc1OC	-6%	6%	?	1%[59 µM]	-24%	-29%	1%	-25%	?
COCCN1C(=O)N[C@@H](c2cccs2)C(C(C)=O)=C1C	-6%[12.4 µM]	/	-20%	/	5%	/	37%[activator]	-6%	11%[12.4 µM]
CC1CN(C)CCC1OC(=O)c1ccccc1 (stereo unspecified)	0%	-9%	0%	11%	2%	7%	-17%	-6%	26%
Cc1cnn(C(=O)c2oc3ccccc3c2C)c1	1%	-9%	-8%	-37%[59 µM]	-6%	1%	7%	6%	-1%
C/C(=N/NS(=O)(=O)c1ccc(C)cc1C)c1ccc2c(c1)OCO2	-11%	26%	-3%	/	-6%	-15%	-16%	-23%	-4%
O=C(NC1CCCCCC1)C1c2ccccc2C(=O)N1CCCN1CCOCC1 (stereo unspecified)	-1%	-2%	-13%	6%[59 µM]	-1%	9%	16%	-11%	3%
CCCCN(C(=O)C1=COCCO1)c1c(N)n(CCC)c(=O)[nH]c1=O	/	/	-6%	2%	-6%	-5%	28%	7%	26%
Cc1cccc(-n2cc(C#N)c(=O)[nH]c2=O)n1	-2%	4%	-8%	14%[59 µM]	-4%	5%	53%[activator]	8%	9%
CCOC(=O)c1c(N)sc(C(O)(C(F)(F)F)C(F)(F)F)c1-c1ccc(F)cc1	-22%	5%	-22%	8%[0.0925 µM]	-13%	?	?	?	7%
Cc1ccc2c(c1)/C(=C/c1ccc(F)cc1)C(=O)N2	-14%	4%	-9%	-24%	-14%	-34%	-29%	?	4%
CCC(=O)c1ccc(OCc2ccccc2)c(OC)c1	-3%	79%	-26%	16%[59 µM]	-12%	11%	26%	45%[activator]	-1%
Cc1ccc(NC(=S)NNC(=O)c2nnn(-c3ccccc3)c2C)cc1	4%	32%	-22%	?	-4%	-36%	4%	-24%	3%

# Remaining list, next part.
structure	BLM inh	Pol beta inh	Pol eta inh	G9a block	POLK inh	BAZ2B block	POLI inh	JMJD2A Tudor	APE1 inh
N#Cc1cccc(NC(=O)N2CC[C@@]3(CCCN(C(=O)c4ccco4)C3)C2)c1	5%	/	/	-3%[12.7 µM]	-4%[60.1 µM]	/	/	/	1%
Cc1ccc(-c2csc3ncn(Cc4ccc(C(=O)O)cc4)c(=O)c23)cc1C	-10%	-7%	-12%	22%[12.7 µM]	-26%	-32%	-9%	-14%	-4%
CCOC(=O)c1cccc(NC(=O)CSc2nc3ccccc3c(=O)n2CC)c1	-2%	-20%	7%	-39%	-5%	-4%	-12%[58.9 µM]	-13%	0%
O=C(NC(=S)Nc1ccccc1C(=O)O)c1cncc(Br)c1	-8%	1%	-3%	2µM*	4%	-7%	85%[activator]	?	40%
CCCCOc1ccc(C(=O)NCC2(N3CCN(C)CC3)CCCCC2)cc1	1%	-2%	-11%	-38%[59 µM]	-11%	-12%	44%[activator]	-16%	/
COCCn1c(C)cc(C(=O)COC(=O)c2cccc(O)c2)c1C	-2%	8%	2%	?	0%	?	-2%	-24%	3%
CC(=O)N1c2ccc(S(=O)(=O)NCCC(=O)NCCc3cccc(C)c3)cc2CC1C (stereo unspecified)	-1%	0%	-14%	5%	0%	-12%	34%[activator]	-26%	12%
Cc1ccc(OCC(=O)OCc2cc(=O)n3nc(C4CCCCC4)sc3n2)cc1	-1%	-6%	-7%	28%[59 µM]	0%	-15%	-16%	-13%	/
COc1ccc(C(=O)NCC(=O)NCC(=O)OCc2ccc(Br)cc2)cc1	-16%	-10%	-12%	-37%[59 µM]	11%	-21%	23%	-8%	5%
Cc1ccc(-c2csc(NC(=O)Cc3cccs3)n2)cc1C	-2%	2%	1%	-13%	-6%	-24%	0%	-15%	0%
O=C(Nc1cnc2ccccc2c1)c1cccc(-n2cnnn2)c1	0%	-7%	-10%	-13%[12.7 µM]	3%	3%	16%	-9%	?
NC(=O)c1ccccc1OCC(=O)Nc1ccc2c(c1)CCC2	/	/	-11%	-42%[59 µM]	-9%	1%	7%	-14%	47%
Cc1cccc(C)c1OCC(=O)N1CCC(c2nc3ccccc3o2)CC1	-3%	?	-9%	10%[59 µM]	2%	-1%	20%	5%	/
Cc1ccc(S(=O)(=O)NCC(Nc2cccc(Cl)c2)c2ccccc2)cc1 (stereo unspecified)	-14%	-13%	-20%	?	-21%	-18%	?	-7%	/
COc1ccccc1C(=O)CSc1nccn1C	1%	2%	-17%	?	3%	-5%	-2%	-20%	48%[activator]
COc1ccc(CCN(Cc2nc(-c3ccccc3)no2)Cc2nc(-c3ccccc3)no2)cc1OC	-2%	11%	0%	-8%[12.7 µM]	-19%	-3%	22%	7%	-3%
COc1ccc(OC)c(CNS(=O)(=O)c2c(C(=O)N3CCC(C)CC3)c(C)n(C)c2C)c1	1%	-12%	-6%	1%[12.7 µM]	-10%[60.1 µM]	-22%	21%	-11%	/
COc1ccc(S(=O)(=O)N(CC(=O)O)c2ccccn2)cc1	2%	7%	-2%	?	-13%	29%	45%[activator]	-32%	?
O=C(NCc1ccccn1)c1ccc(OC2CCN(Cc3ccccc3)CC2)cc1	-4%	4%	-21%	1%[12.7 µM]	-6%	-4%	22%	-21%	2%
COc1ccccc1N1CCN(C(=O)c2ccc(CS(=O)c3ccccc3C)o2)CC1 (stereo unspecified)	0%	23%	-5%	-33%[59 µM]	8%	/	-8%	-16%	/
COc1ccc(Cl)cc1NC(=O)/C=C\C(=O)O	-1%	3%	-13%	5%[12.7 µM]	-1%	-5%	11%	?	11%
Cc1cc(C)cc(C(=O)NN2CCN(C)CC2)c1	-3%	2%	10%	3%[12.7 µM]	2%	4%	43%[activator]	22µM*	-1%
Cc1c(C#N)c(N=CN(C)C)c(C(=O)c2ccccc2)n1-c1ccc(Br)cc1	-7%	2%	-12%	12%[12.7 µM]	18%	?	-3%	?	-4%
Cc1ccc(C)c(NC(=S)NNC(=O)c2csc(C)c2)c1	-2%	-12%	-3%	?	1%	5%	20%	-9%	-3%
O=C(NCCc1ccc(Cl)cc1)Nc1cccc(Cl)c1	-11%	40%	-18%	202%[activator][59 µM]	-5%	0%	-5%	34%	0%

# New compounds follow:
structure	BLM inh	Pol beta inh	Pol eta inh	G9a block	POLK inh	BAZ2B block	POLI inh	JMJD2A Tudor	APE1 inh
COC(=O)c1ccccc1NC(=O)c1cc2c(-c3ccc(OC)c(OC)c3)nn(C)c2s1	-5%	6%	-11%	8%[59 µM]	-1%	/	?	-12%	/
O=C1/C(=C/c2ccncc2)N=C2CCCCCN12	-2%	1%	-3%	?	8%	5%	7%	-12%	9%
CC(=O)N1c2ccc(S(=O)(=O)N(C)CC(=O)N(Cc3ccccc3)C(C)C)cc2CC1C (stereo unspecified)	-1%	70%	-13%	-10%[59 µM]	2%	?	23%	-8%	/
COc1ccc(-c2cc(C(F)(F)F)nc(SCC(=O)NCc3ccc(OC)c(OC)c3)n2)cc1	-6%	-3%	-3%	-10%[59 µM]	7%	3%	8%	-22%	/
Cc1cc(Cl)ccc1OCC(=O)NC1CCCC1	-6%	-3%	-5%	-4%[59 µM]	-4%	2%	10%	5%	2%
CCn1cc(Br)c(C(=O)Nc2ccc(C(=O)OC(C)C)cc2)n1	-21%	36%	-14%	58%[activator][59 µM]	-16%	-2%	5%	0%	6%
O=C(CSCc1ccc(Cl)cc1)Nc1nccs1	-2%	7%	9%	45%[12.7 µM]	-6%[60.1 µM]	8%	10%	-12%	-4%
O=C(c1ccc(C#CC2(O)CCCCC2)cc1)N1CCOCC1	-2%	1%	0%	-6%[12.7 µM]	-8%	-3%	6%	-13%	5%

# 2 of the compounds above, field by field:
molecule: O=C(CSCc1ccc(Cl)cc1)Nc1nccs1
  BLM inh = -2%
  Pol beta inh = 7%
  Pol eta inh = 9%
  G9a block = 45%[12.7 µM]
  POLK inh = -6%[60.1 µM]
  BAZ2B block = 8%
  POLI inh = 10%
  JMJD2A Tudor = -12%
  APE1 inh = -4%
molecule: O=C(c1ccc(C#CC2(O)CCCCC2)cc1)N1CCOCC1
  BLM inh = -2%
  Pol beta inh = 1%
  Pol eta inh = 0%
  G9a block = -6%[12.7 µM]
  POLK inh = -8%
  BAZ2B block = -3%
  POLI inh = 6%
  JMJD2A Tudor = -13%
  APE1 inh = 5%

# High-throughput results as filed in PubChem.
